# OX1R antag: OX1R (HCRTR1) antagonists, primary screen, fluorescence, CHO/OX1R cells, Fluo-8 calcium, orexin A | Orexin/Hypocretin receptor type 1 (Homo sapiens), O43613 | Fluo-8 calcium fluorescence | inhibition, % at 5 µM | 330,000 compounds, 0.43% hits;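 active means inhibition above its plate's threshold, mean inhibition of all tested compounds on the plate plus 3 SD, cut at about 37% in these data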;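 further: 0% = orexin A challenge wells and 100% = SB-334867-A antagonist wells; not every result past the cut was called active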
# Target sequence (O43613 whole entry, looked up): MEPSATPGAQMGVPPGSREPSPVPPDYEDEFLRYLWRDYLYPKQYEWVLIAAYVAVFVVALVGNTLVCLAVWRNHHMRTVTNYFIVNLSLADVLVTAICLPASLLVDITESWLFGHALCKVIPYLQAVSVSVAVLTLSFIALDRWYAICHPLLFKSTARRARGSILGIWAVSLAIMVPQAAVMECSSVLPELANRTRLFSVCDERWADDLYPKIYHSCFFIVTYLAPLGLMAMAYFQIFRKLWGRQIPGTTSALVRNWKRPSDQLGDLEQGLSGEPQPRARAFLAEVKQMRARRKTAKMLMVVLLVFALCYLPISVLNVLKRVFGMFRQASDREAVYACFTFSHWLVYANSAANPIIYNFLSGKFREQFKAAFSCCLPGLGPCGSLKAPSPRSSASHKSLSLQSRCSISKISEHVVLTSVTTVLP
# CHT allo act: CHT positive allosteric modulators, primary screen, cell-based, membrane potential dye, choline EC20; B-score at 10 µM; High affinity choline transporter 1 (Homo sapiens), Q9GZV3; 310,000 compounds, 0.49% hits; CHT-expressing cells; hits give high values; LV-AA mutant CHT in HEK293 cells; AID 488977, 2010;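 active means initial fluorescence not abnormally high and integrated response B-score, plate-corrected, over 3 SD above library mean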
# Target sequence (Q9GZV3 whole entry, looked up): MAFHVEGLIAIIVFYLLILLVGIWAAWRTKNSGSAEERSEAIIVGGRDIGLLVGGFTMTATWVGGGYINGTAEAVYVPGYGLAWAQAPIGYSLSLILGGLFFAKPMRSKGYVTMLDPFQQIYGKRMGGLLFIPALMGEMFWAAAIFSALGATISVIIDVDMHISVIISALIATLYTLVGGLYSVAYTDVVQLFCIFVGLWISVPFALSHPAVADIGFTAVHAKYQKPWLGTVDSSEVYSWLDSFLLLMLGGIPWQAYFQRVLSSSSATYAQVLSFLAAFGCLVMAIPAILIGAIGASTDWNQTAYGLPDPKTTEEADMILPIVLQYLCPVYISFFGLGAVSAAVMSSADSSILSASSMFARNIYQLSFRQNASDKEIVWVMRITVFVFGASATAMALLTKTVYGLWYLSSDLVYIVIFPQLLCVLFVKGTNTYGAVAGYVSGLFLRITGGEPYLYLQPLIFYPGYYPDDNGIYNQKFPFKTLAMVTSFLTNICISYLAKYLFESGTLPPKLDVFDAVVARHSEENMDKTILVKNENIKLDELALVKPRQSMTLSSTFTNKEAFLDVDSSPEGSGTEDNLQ
# An asterisk follows results filed as active; i = inactive; . = no result given. No enrichment for hits (roughly 0.83% active in at least one column).
# Start of the listing, in advance, five compounds:
SMILES,OX1R antag,CHT allo act
C=CCNC(=S)N/N=C1\CCS(=O)(=O)c2ccccc21,-26,i
O=C(O)/C=C/C(=O)Nc1nccs1,3,i
NC(=O)C(c1ncc(C(F)(F)F)cc1Cl)c1c(Cl)cccc1Cl (stereo not drawn),-1,i
COC(=O)/C(=N\OCc1ccc(C#N)cc1)c1c(C)nn(C)c1C,-22,i
COc1ccc(CCNC(=O)COC(=O)C2COc3ccccc3O2)cc1 (stereo not drawn),-8,.

# All compounds of this part, repeating the preview:
SMILES,OX1R antag,CHT allo act
C=CCNC(=S)N/N=C1\CCS(=O)(=O)c2ccccc21,-26,i
O=C(O)/C=C/C(=O)Nc1nccs1,3,i
NC(=O)C(c1ncc(C(F)(F)F)cc1Cl)c1c(Cl)cccc1Cl (stereo not drawn),-1,i
COC(=O)/C(=N\OCc1ccc(C#N)cc1)c1c(C)nn(C)c1C,-22,i
COc1ccc(CCNC(=O)COC(=O)C2COc3ccccc3O2)cc1 (stereo not drawn),-8,.
c1ccc(CN2CCN(CCCNc3ccc4nnc(-c5ccccc5)n4n3)CC2)cc1,-35,7.8*
CC1(C)CN(c2ccccc2)N(C(=O)c2ccc(F)cc2)C1=O,-21,i
C=CCN1C(=O)[C@H]2CCC=C[C@H]2[C@@H]1c1cccc(C)c1,-1,.
COC(=O)c1ccc(NC(=O)CCN2C(=O)C3C4CCC(C4)C3C2=O)cc1 (stereo not drawn),-11,i
COC(=O)CCCNC(=O)c1ccccn1,-2,i
CC1C(=O)N2CCCc3cc(NC(=O)C(=O)NCCN4CCOCC4)cc1c32 (stereo not drawn),0,i
N/N=C1\CCCc2nonc21,-2,i
CCC(=O)Nc1ccc(C(=O)NNC(=O)c2cccc(C)c2)cc1,-7,i
C=CCc1cc(/C=N\NC(=O)CSc2nnc(CCCc3ccc(OC)c(C)c3)o2)cc(OC)c1O,-32,i
O=C(c1ccc(NC(=S)NCc2ccco2)cc1)N1CCCCC1,-9,i
O=C(NNS(=O)(=O)c1ccc([N+](=O)[O-])cc1)c1ccncc1,-12,i
Nc1c(C(=O)NC2CCCC2)c2nc3ccccc3nc2n1N,-11,i
COc1ccc(-n2cc(CN3CCC(OC)CC3)c(-c3cccc(F)c3)n2)cc1,-22,i
O=C(Nc1cccc(C(F)(F)F)c1)c1cc[n+]([O-])cc1,-9,i
CNCc1ccccc1Sc1ccc(OC)c(OC)c1,-27,i
O=C(CCNC(=O)N1CC(=O)Nc2ccccc21)NCCc1cccc(F)c1,-9,i
O=C(COC(=O)CN1C(=O)C2CCCCC2C1=O)NNC(=O)c1ccc(Cl)cc1 (stereo not drawn),-9,i
COc1ccc(/C=C/C(=O)NCCCc2ccccc2)cc1OC,-30,i
O=S(=O)(c1ccc(Oc2ccc(Br)cc2F)nc1)N1CCCCC1,-12,i
O=C(CSCc1ccc(F)cc1)N1CCN(c2ccccc2)CC1,-12,i
CCc1cccc(C)c1NC(=O)CNCc1ccccc1,-14,i
CCOc1ccc(NC(=O)c2ccccc2NS(=O)(=O)c2ccc(F)cc2)c([N+](=O)[O-])c1,-17,i
CCCCN1C(=O)C(NC(=O)C2CC2)(C(F)(F)F)C2=C1CC(C)(C)CC2=O (stereo not drawn),-11,i
Cc1ccc2cc(CN(CC3CCCO3)C(=S)Nc3ccccc3)c(=O)[nH]c2c1C (stereo not drawn),-36,i
O=S(=O)(Nc1ncccn1)c1ccc(NC(=S)NCCc2ccccc2)cc1,-8,i
CCCN(CC(=O)Nc1ccccc1C)C(=O)c1ccc(S(=O)(=O)N2CCCC2)cc1,-23,i
COCCCNC(=O)CN1C(=O)COc2ccc(S(=O)(=O)N3CCOCC3)cc21,6,i
Cn1c(SCc2ccccc2Cl)nc2ccccc21,-14,i
Cc1ccc(CNC(=O)CN(C(=O)C2(C)CC(=O)N=C3C=CC=CN32)c2cc(C)ccc2C)cc1 (stereo not drawn),-5,i
CSc1ccc(NC(=O)/C=C/C(=O)O)cc1,-13,i
COc1cccc2sc3ccc(NCCC4CCCN4C)cc3c(=O)c12 (stereo not drawn),-20,i
CCC(=O)Nc1ccc(C(=O)Nc2cccc(OC)c2)cc1,-5,i
FC(F)(F)c1ccccc1/C=N/n1c(COc2ccccc2)n[nH]c1=S,-16,i
CCOc1ccc(/C=N/OCC(=O)NCc2ccc3c(c2)OCO3)cc1OC,1,i
O=C(OCc1nnc(-c2ccccc2)o1)c1cc([N+](=O)[O-])ccc1Cl,0,i
COc1ccc(C2=NOC(C(=O)Nc3ccc4c(c3)OCCO4)C2)c(OC)c1 (stereo not drawn),-18,i
CC(C(=O)NC1C(=O)N2C(C(=O)O)=C(CSc3nnnn3C)CSC12)n1cc(Cl)cn1 (stereo not drawn),-9,i
CC(C)C(NC(=O)c1c(F)cccc1F)C(=O)NCc1ccc(S(=O)(=O)N2CCOCC2)cc1 (stereo not drawn),-8,.
O=C(NNS(=O)(=O)c1ccc(F)cc1)c1ccc([N+](=O)[O-])cc1,-5,i
COc1ccc(CCNC(=O)CCn2c(=O)c3ccccc3n(CC(=O)NCC3CCCO3)c2=O)cc1OC (stereo not drawn),4,i
CCN(CC)S(=O)(=O)c1ccc2c(c1)nc(SC(C)C(N)=O)n2-c1ccc(OC)cc1 (stereo not drawn),-10,i
O=C(CN1CCCN(S(=O)(=O)c2ccc(F)cc2)CC1)Nc1ccccc1Br,-16,i
Cn1c(-c2ccc(F)c(F)c2)cc2onc(-c3ccccc3)c2c1=O,-43,i
Cc1cccc(C(=O)Oc2ccc(/C=N/NC(=O)c3cc(O)cc(O)c3)cc2)c1,.,i
COc1ccccc1CNC(=O)c1ccc(CS(=O)Cc2cccc(Cl)c2)o1 (stereo not drawn),-18,i
Nc1nccc(-c2ccc(-n3cnc4ccccc43)cc2)n1,-17,i
O=C(c1ccc2c(c1)OCCO2)N1CCN(Cc2c(F)cccc2Cl)CC1,-5,.
Cc1c(C)n(C)c2ccc(C(=O)N3CCN(c4ccccc4)CC3)cc12,-22,i
O=C(NCCc1cccnc1)C1CCC(=O)N(Cc2cccc(C(F)(F)F)c2)C1 (stereo not drawn),-15,i
CC1CCCC(C)N1C(=O)COC(=O)c1cccnc1Cl (stereo not drawn),-23,.
N#Cc1nc(COc2ccc(F)cc2)oc1N1CCCC1,-16,i
Cc1nc([N+](=O)[O-])c(SCC(N)=O)n1Cc1ccccc1,-7,i
CC(C)N1CCN(Cc2ccc3nsnc3c2)CC1CCO (stereo not drawn),-14,i
Cc1[nH][nH]c(=O)c1C=Nc1ccc(C(F)(F)F)cc1,-19,i
OC(CNCc1ccccc1)COCc1ccc(Cl)cc1 (stereo not drawn),-18,i

# (continued)
SMILES,OX1R antag,CHT allo act
O=C1NC[C@H](c2ccccc2)OC(=O)[C@H](Cc2ccc(F)cc2)CC/C=C/C[C@H]1CC(=O)N(CCO)Cc1ccccc1,5,.
Cn1nnc(C(O)CNCc2cccs2)n1 (stereo not drawn),7,i
O=C1C2C3C=CC(CC3)C2C(=O)N1/N=C/c1ccc(O)c(O)c1 (stereo not drawn),12,i
CCCC(=O)Nc1ccc(C(=O)NCC2CCCO2)cc1 (stereo not drawn),-9,i
CCN(CC(=O)Nc1ccccc1OC)C(=O)c1ccc(NS(=O)(=O)c2ccc(C(C)=O)cc2)cc1,-11,i
CCc1cccc(CC)c1-n1c(SCC(=O)N2CCCc3ccccc32)nc(O)cc1=O,-20,.
Cn1c(=O)c2c(-c3ccc(OC(F)F)cc3)cc(-c3ccccc3)nc2n(C)c1=O,-21,i
COc1ccc(C(=O)Nc2c(Cl)cc(Cl)cc2C(=O)NCc2ccco2)cc1,-21,i
CC(=O)NC(CC(=O)NCCOc1ccccc1F)c1ccccc1 (stereo not drawn),-17,i
O=C(O)CCN1C(=O)/C(=C2\C(=O)N(Cc3ccccc3Cl)c3ccccc32)SC1=S,.,i
C/C(CC(=O)Nc1ccc(Cl)cc1)=N\NC(=O)C(=O)NCCO,-15,i
Brc1csc2ncccc12,-9,i
Cc1ccc2[nH]c(=O)c(COC(=O)c3ccccn3)cc2c1,-16,i
O=C(c1cc[n+]([O-])cc1)N1CCc2c([nH]c3ccccc23)C1c1ccccc1Cl (stereo not drawn),-7,i
CC(C)(CN1CCc2ccccc2C1)NS(=O)(=O)c1ccccc1,-25,i
COC(=O)c1sccc1NC(=O)CC1C(=O)NCCN1C(=O)Nc1ccc(F)cc1F (stereo not drawn),-14,i
N#Cc1c(-c2cccc(Br)c2)cc(-c2ccco2)[nH]c1=O,-25,i
N#Cc1nn(-c2ccccc2)nc1N1CCCCC1,-11,i
COc1ccc(Nc2cc(=O)n(C3CCCCC3)c(=O)[nH]2)c(OC)c1,-38,i
CCOC(=O)N1CCN(Cc2cc(=O)oc3ccc(Cl)cc23)CC1,-8,i

# Retrieved by structure from the entries so far, 5 records:
SMILES,OX1R antag,CHT allo act
Cc1ccc2[nH]c(=O)c(COC(=O)c3ccccn3)cc2c1,-16,i
C/C(CC(=O)Nc1ccc(Cl)cc1)=N\NC(=O)C(=O)NCCO,-15,i
COc1ccc(C(=O)Nc2c(Cl)cc(Cl)cc2C(=O)NCc2ccco2)cc1,-21,i
O=C1C2C3C=CC(CC3)C2C(=O)N1/N=C/c1ccc(O)c(O)c1 (stereo not drawn),12,i
CCOC(=O)N1CCN(Cc2cc(=O)oc3ccc(Cl)cc23)CC1,-8,i

# (cont.)
SMILES,OX1R antag,CHT allo act
COC(=O)c1c(Cl)c2n3ccccc3c(C)c(-c3ccccc3)c-2c1C(=O)OC,-21,i
NC(=O)[C@@H]1CC2(CC(c3cccc(NC(=O)CC(c4ccccc4)c4ccccc4)c3)=NO2)CN1C(=O)c1ccc(Cl)cc1 (stereo partly drawn),-8,i
CCOc1ccccc1N1CCN(CC(=O)Nc2ccccc2C(=O)NC2CC2)CC1,-16,.
CCn1c(SCC(=O)NCC2CCCO2)nnc1-c1ccc(S(=O)(=O)N2CCN(C)CC2)cc1 (stereo not drawn),-1,i
O=C(OCC(=O)N1CCCc2ccccc21)c1ccccc1OC(F)F,-5,.
O=C(NCCc1ccc(Cl)cc1)c1ccc2nc(N3CCOCC3)sc2c1,-18,i
Cc1ccc(S(=O)(=O)Nc2cccnc2)cc1C,-8,i
COc1ccc(NC(=O)n2nc(OC(=O)c3cccs3)cc2N)cc1,-11,i
c1ccc(CCc2ccncc2)cc1,-6,i
C=CCn1c(=O)c2c(nc3n2CCN3c2cccc(Cl)c2C)n(C)c1=O,-23,i
CCCNS(=O)(=O)c1ccc(CCC(=O)NCc2ccc3c(c2)OCO3)cc1,-27,i
CC(C)c1ccc(CN2CCN(C(=O)CSc3nnnn3C3CC3)CC2)cc1,-8,.
CCOc1ccc(N2CC(C(=O)Nc3ccccn3)CC2=O)cc1 (stereo not drawn),-10,i
Cc1cccn2c(=O)c(/C=C(\C#N)C(=O)NCc3ccccc3)c(N3CCC(C(N)=O)CC3)nc12,-23,i
CCOC(=O)C1(Cc2ccccc2C)CCCN(Cc2cc(OC)c(O)c(OC)c2)C1 (stereo not drawn),-9,i
CC(C)CCN(C(=O)c1cc(=O)[nH]c2ccccc12)c1c(N)n(Cc2ccccc2)c(=O)[nH]c1=O,-23,.
COc1ccc(N2C(=S)N(C(=O)c3ccccc3)C(=Nc3ccccc3)C2=Nc2ccccc2)cc1,8,i
COC(=O)c1nnn(-c2nonc2N)c1CSc1nnc(C)s1,-3,i
Cn1c(SCC(=O)Nc2nncs2)nnc1C1CC1,0,i
Cc1cc(C)nc(SCC(=O)OC(C)C(=O)Nc2ccccc2)n1 (stereo not drawn),-10,i
Cc1cccc(CS(=O)(=O)Cc2ccc(C(=O)NCC3CCCO3)o2)c1 (stereo not drawn),-10,i
Cc1ccc(NCCC(=O)c2ccccc2)cc1Cl,-19,i
CCc1nn(CC(=O)NCCC(C)C)c(=O)c2cc3c(OC)cccc3n12,-61,i
CC(C(=O)Nc1nc(-c2ccc(F)cc2)cs1)N1C(=O)C2CC=CCC2C1=O (stereo not drawn),4,.
Nc1ccc(C(=O)OCC(=O)Nc2ccc3c(c2)OCO3)cc1[N+](=O)[O-],-2,i
CCCCCCCNC(=O)CC(NS(=O)(=O)c1ccc(NC(C)=O)cc1)C(C)C (stereo not drawn),-14,i
COc1cc(C(C2=C(O)CC(C)(C)CC2=O)C2C(=O)CC(C)(C)CC2=O)cc(OC)c1OC (stereo not drawn),-10,i
COc1cc(C(=O)NCC(=O)OCc2ccccc2Cl)cc(OC)c1OC,-28,i
CCC(CO)Oc1cc(NC(=O)c2ccc(Cl)cc2)c2ncn(C(C)C)c2c1 (stereo not drawn),-18,.
COc1ccc(-c2ncncc2-c2csc(C)n2)c(O)c1,-10,i
Cc1cc(C)n(-c2ccc(C(=O)OCC(=O)NCc3ccc(Cl)cc3)cc2)n1,-36,i
COc1cccc(/C=N/NC(=O)CCNc2n[nH]c(=O)[nH]c2=O)c1OC,-6,i
COC(=O)CCS(=O)(=O)c1ccc(Cl)cc1,-8,i
CCN(CCCNC(=O)CCNC(=O)Cn1cnc2ccccc2c1=O)c1cccc(C)c1,-16,i
O=C(N/C(=C/c1cccnc1)C(=O)N1CCOCC1)c1ccccc1F,-6,i
Cc1ccccc1C(=O)NNc1ccc([N+](=O)[O-])cc1,-12,i
COc1ccccc1/C=C/C(=O)NC(=S)NC(C)C,-15,i
CN1C(=O)CC2(CC(=O)N(Cc3ccccc3)C2)C1=O (stereo not drawn),6,i
CCOC(=O)C1=C(N)Oc2ccc3ccccc3c2C1c1ccc(O)cc1 (stereo not drawn),-6,i

# Single records, as listed above:
# Cc1cccc(CS(=O)(=O)Cc2ccc(C(=O)NCC3CCCO3)o2)c1 (stereo not drawn) as listed: OX1R antag = -10; CHT allo act = i
# CCc1nn(CC(=O)NCCC(C)C)c(=O)c2cc3c(OC)cccc3n12 as listed: OX1R antag = -61; CHT allo act = i

# Screens from PubChem BioAssay.
